Growth percent in the NCI-60 one-dose screen (48 h, 10 µM unless noted): 100 = growth as untreated, 0 = no growth, -100 = all killed.
SW-620: SW-620 colon cancer; hit rate 5.2% among 82,000
HCT-15: HCT-15 colon cancer | AID 1794746 | hit rate 5.2% among 82,000
SK-OV-3: SK-OV-3 ovarian cancer cells; hit rate 3.2% among 80,000; AID 1794785
IGROV1: IGROV1 ovarian cancer; hit rate 4.7% among 79,000; AID 1794786
KM12: KM12 colon cancer cells. hit rate 5% among 82,000
HCT-116: HCT-116 colon cancer; hit rate 7.3% among 82,000
OVCAR-4: OVCAR-4 ovarian cancer cells | hit rate 3.7% among 80,000
HT29: HT29 colon cancer; hit rate 7.4% among 81,000; AID 1794748
COLO 205: COLO 205 colon cancer | hit rate 7.3% among 79,000
* = called active by the depositor; / = not tested or not shown; & = joins results of further samples. The calls were made as follows: active = growth percent below 10; inactive = the rest.

SMILES	SW-620	HCT-15	SK-OV-3	IGROV1	KM12	HCT-116	OVCAR-4	HT29	COLO 205
COc1ccc(CCNC(=O)C(=O)C(Cc2ccccc2)NC(=O)c2[nH]c3ccccc3c(=O)c2C)cc1 (stereo not given)	112	101	108	100	99	98	103	101	90
COc1ccc(Oc2ccc(C3=NN(c4nc(-c5ccc(OC)cc5)c(C#N)c(N5CCOCC5)n4)C(c4cc(OC)c(OC)c(OC)c4)C3)cc2)cc1 (stereo not given)	100	95	107	99	102	112	98	106	100
CCCCCCc1cc(C(=O)NN)c2ccccc2n1	106	98	117	104	100	101	112	106	108
COc1ccc(OC)c(-n2cc(C#N)c(N)c2C(=O)c2cc(OC)c(OC)c(OC)c2)c1	108	108	117	103	107	111	100	119	115
CC(=O)c1sc(/N=C2\NC(=O)/C(=C/c3cn(C)c4ccccc34)S2)nc1C	106	97	94	96	103	98	85	104	107
CC(C)C1=CC2=CC[C@@H]3[C@](C)(CCC[C@@]3(C)C(=O)OCC#CCN3CCOCC3)[C@H]2CC1	86	86	78	101	86	58	65	61	102
CN(C)c1oc(-c2cc3ccccc3oc2=O)nc1C#N	96	98	92	96	99	99	110	105	105
Oc1ccc(-c2cc(-c3ccc(-c4cc(-c5ccc(O)cc5)nc(-c5ccc(O)cc5)c4)cc3)cc(-c3ccc(O)cc3)n2)cc1	34	60	122	93	40	14	98	40	88
Cc1ccc(S(=O)(=O)Nc2ccc3c(c2)C(=O)c2ccccc2-3)cc1	96	104	106	/	105	84	102	112	104
FC(F)(F)C1=NNC(c2ccc3ccccc3c2)=NN1	98	98	104	103	94	100	96	107	105
COc1cc(OC)cc(C(N)=O)c1	103	104	101	107	112	92	102	101	105
CCN1C(=O)N(CC)C2C1NN=c1s/c(=C3\C(=O)Nc4ccccc43)c(=O)n12 (stereo not given)	26	27	18	35	15	14	51	5.7*	-25*
O=c1c2c3c(sc2n2c(CN4CCOCC4)nnc2n1Cc1ccccc1)CCCC3	113	103	106	/	98	97	99	103	102
OCC(O)C(O)C(O)c1nc2ccccc2s1 (stereo not given)	99	105	102	/	109	98	/	128	100
NC(=S)Nc1cccc(NC(N)=S)c1	107	95	126	97	88	107	95	113	137
CCOc1ccc(C=Nc2cc(C(C)C)c(O)cc2C)cc1OCC	102	98	85	95	110	89	99	95	101
Cc1ccc(N2CCN(C(=S)Nc3ccccc3)CC2)cc1	110	103	122	100	101	96	105	108	106
CCCCOc1ccc(NC(=O)n2ncc3ccccc32)cc1	97	86	105	64	88	92	94	91	115
O=S(=O)(Oc1ccc(-c2cn3ccoc3n2)cc1)c1ccc(Cl)c(Cl)c1	107	96	116	103	95	96	106	100	115
CC(=O)Nc1ccc(Br)cc1	103&103	89&99	94&106	97&115	105&114	98&105	94&103	101&106	103
O=C(O)CCCc1ccc2c(c1)Cc1ccccc1-2	105	99	89	/	95	103	102	97	107
COC(=O)C(=[N+]=[N-])C(=O)c1ccc([N+](=O)[O-])cc1	100	97	85	109	101	83	95	106	107
COC(=O)c1cc(=O)[nH]c(=S)[nH]1	109	100	95	109	104	100	111	91	107
O=C(CN1CCN(c2cc3c(cc2F)c(=O)c(C(=O)O)cn3C2CC2)CC1)NCc1ccccc1	103	97	90	102	98	88	89	94	101
COc1cccc(C(=O)N(c2ccc(OC(F)(F)F)cc2)C(C(=O)NC(C)(C)C)c2cc3c(C)cc(C)cc3nc2Cl)c1 (stereo not given)	89	79	90	87	70	50	69	72	80
Cc1ccc(I)c([N+](=O)[O-])c1	98	90	113	117	106	97	106	108	108
CC(=O)N1N=C(c2cccc(Nc3ccncc3)c2)CC1c1ccccc1 (stereo not given)	94	83	84	96	101	-24*	90	33	82
COc1ccc(-c2nn(-c3cccc(Cl)c3)cc2-c2c(C#N)c(N)nc3c2-c2ccccc2C3=O)cc1	110	111	105	94	113	103	109	111	104
O=C(Nc1ccc(Cl)c(Cl)c1)Nc1c(Oc2ccc(Cl)c(Cl)c2)ccc(Cl)c1S(=O)(=O)O	24	40	22	30	33	23	66	4.5*	-14*
O=C(Nc1ccc(Br)cc1)Nc1ccc(F)c(C(=O)c2c[nH]c3ncccc23)c1F	112	73	94	64	88	92	101	108	109
CCCCCCNC(=O)Oc1ccc(/C(=C(/C)Cc2ccc(OC)cc2)c2ccc(OCCN3CCOCC3)cc2)cc1	97	85	90	124	103	96	98	87	101
N#Cc1c(N2CCNCC2)nc2n(c1=O)-c1ccccc1Sc1ccccc1-2	85	93	85	75	90	52	85	64	71
Cc1nssc1=S	103	104	110	-13*	108	97	109	102	91
O=C(Cc1ccccc1)NO	101	107	102	113	101	102	109	105	112
COc1cc(/C=N/NC(=O)Cn2c(C(C)C)nc3ccccc32)ccc1OCc1ccccc1	101	97	99	126	111	94	97	98	107
COc1ccc(Cl)cc1NN	101	99	89	/	84	101	116	99	105
CCOC(=O)C12CCCCC1OC(=N)C2 (stereo not given)	101	/	111	107	104	110	93	105	124
COc1cc(-c2ccc(-c3ccc(C(=N)N)cc3)s2)cc(OC)c1OC	21	59	78	63	23	15	54	8.4*	-42*
O=C(O)CNCc1ccccc1	108	102	111	/	107	101	96	107	114
CC1=C([Se]CC(OC(=O)c2ccc(-c3c4nc(c(-c5ccccc5)c5ccc([nH]5)c(-c5ccccc5)c5nc(c(-c6ccccc6)c6ccc3[nH]6)C=C5)C=C4)cc2)C(=O)NC(C)(C)C)C(=O)c2ccccc2C1=O (stereo not given)	104	112	114	94	102	103	99	116	149
COc1cc(C2=NN(c3cc(Cl)cc(Cl)c3)C(c3sc(Cl)nc3Cl)C2)cc(OC)c1OC (stereo not given)	95	100	103	100	103	97	95	103	109
C[C@H](c1nc2ccc(Br)cc2[nH]1)[C@H]1CC[C@H]2[C@@H]3CCC4=CC(=O)CC[C@]4(C)[C@H]3CC[C@]12C	97	82	95	81	95	74	74	67	91
c1ccc(CCc2ccccc2-c2cc(-c3ccccc3)on2)cc1	91	84	83	66	87	60	77	68	100
O=c1c2cnn(-c3ccccc3)c2n2c(CN3CCOCC3)nnc2n1-c1ccccc1	110	101	88	109	101	79	104	75	96
N#C/C(=C(\CCCO)NC(Cc1c[nH]c2ccccc12)C(=O)O)c1nc2ccccc2c(=O)[nH]1 (stereo not given)	109	115	106	108	111	109	111	114	110
N#C/C(=C/c1ccc(O)c(O)c1)C(N)=O	108	105	109	117	116	110	113	110	125
CN1CCCN(C(=S)S)CC1	79	103	106	93	99	90	94	79	/
CCOC(=O)c1c(C)n(-c2ccccc2)c2c1c(-c1ccccc1)nc1ccccc12	95	89	93	121	97	101	102	100	107
CCn1c(SCC(=O)c2ccc(C)cc2)nnc1-c1ccncc1	101	107	118	110	105	101	103	107	116
C/C([O-])=c1\c(C)nn2ccc[n+]12	123	/	103	/	103	101	115	110	142

Following part.
SMILES	SW-620	HCT-15	SK-OV-3	IGROV1	KM12	HCT-116	OVCAR-4	HT29	COLO 205
O=C=Nc1ccc(N=Nc2ccccc2)cc1	103	92	99	75	94	93	103	92	109
Fc1ccc(-c2ncnc3c2ncn3C/C=C/CCl)cc1	85	101	98	/	96	94	77	92	101
Clc1ccccc1/C=C/c1nn2c(-c3cccc(Br)c3)nnc2s1	94	93	105	97	106	103	105	103	107
N[C@@H](Cc1c[nH]c2ccccc12)C(=O)Nc1nncs1	96	107	96	105	99	105	100	101	101
CCSCCC(NC(C)=O)/C(C)=N/NC(N)=S (stereo not given)	101	110	97	106	100	92	103	95	103
CCOc1ccc(N2C(=O)N(c3ccc(OC)cc3)C(=O)C2=S)cc1	96	94	97	99	100	92	102	102	101
COc1cccc(C(=O)Nc2ccc3c(c2)CN(C2CCC(=O)NC2=O)C3=O)c1 (stereo not given)	78	90	106	67	96	87	89	89	92
O=C(c1ccccc1)C(Cl)c1ccccc1 (stereo not given)	58	59	115	107	103	78	112	89	102
Nc1nc(SCc2ccccc2Cl)c(-c2ccccc2)c(SCc2ccccc2Cl)n1	77	81	83	97	86	82	96	64	95
CN1CCN(Cc2cn(-c3ccc(S(N)(=O)=O)cc3)nn2)CC1	110	104	110	110	105	110	110	113	111

Sorted by count of non-hydrogen atoms (smallest number first): eleven of the compounds above.
SMILES	SW-620	HCT-15	SK-OV-3	IGROV1	KM12	HCT-116	OVCAR-4	HT29	COLO 205
CN1CCCN(C(=S)S)CC1	79	103	106	93	99	90	94	79	/
C/C([O-])=c1\c(C)nn2ccc[n+]12	123	/	103	/	103	101	115	110	142
O=C(c1ccccc1)C(Cl)c1ccccc1 (stereo not given)	58	59	115	107	103	78	112	89	102
CCSCCC(NC(C)=O)/C(C)=N/NC(N)=S (stereo not given)	101	110	97	106	100	92	103	95	103
N[C@@H](Cc1c[nH]c2ccccc12)C(=O)Nc1nncs1	96	107	96	105	99	105	100	101	101
Fc1ccc(-c2ncnc3c2ncn3C/C=C/CCl)cc1	85	101	98	/	96	94	77	92	101
CN1CCN(Cc2cn(-c3ccc(S(N)(=O)=O)cc3)nn2)CC1	110	104	110	110	105	110	110	113	111
CCn1c(SCC(=O)c2ccc(C)cc2)nnc1-c1ccncc1	101	107	118	110	105	101	103	107	116
CCOc1ccc(N2C(=O)N(c3ccc(OC)cc3)C(=O)C2=S)cc1	96	94	97	99	100	92	102	102	101
COc1cccc(C(=O)Nc2ccc3c(c2)CN(C2CCC(=O)NC2=O)C3=O)c1 (stereo not given)	78	90	106	67	96	87	89	89	92
CCOC(=O)c1c(C)n(-c2ccccc2)c2c1c(-c1ccccc1)nc1ccccc12	95	89	93	121	97	101	102	100	107

Next compounds
SMILES	SW-620	HCT-15	SK-OV-3	IGROV1	KM12	HCT-116	OVCAR-4	HT29	COLO 205
Oc1ccccc1-n1c(-c2ccccc2)ccc1-c1ccccc1	77	69	91	63	59	58	54	59	94
Cc1cc(N(CCO)c2ccccc2)nc(N)n1	108	102	103	112	106	96	104	91	108
COc1ccc(CSC(=N)N)cc1	106	105	97	107	108	86	113	103	116
CC/C(=C(\c1ccc(OCCN2CCCCC2)cc1)c1ccc(OC(=O)C2CCCCC2)cc1)c1ccccc1	102	93	94	109	113	100	111	101	95
COc1ccc(NC(=O)CCn2cnc3c2c(=O)n(C)c(=O)n3C)cc1	104	108	91	105	104	95	113	96	103
COc1cc(-c2cc(C(=O)Nc3nc4ccc(Cl)cc4s3)nc3cc(-c4ccccc4)nn23)cc(OC)c1OC	116	112	90	113	102	113	110	103	99
O=C(CN1CCOCC1)Nc1ccc(-n2cc(-c3ccncc3)c(-c3ccc(Cl)c(O)c3)n2)cc1	126	107	99	106	104	95	101	102	109
N#CCCN=Nc1c(O)[nH]c2ccc(F)cc12	98	101	100	101	101	95	90	110	118
CC(=O)Nc1ccc(S(=O)(=O)N(c2nccnc2Cl)S(=O)(=O)c2ccc(NC(C)=O)cc2)cc1	108	98	97	95	116	113	100	112	108
O=C1N(Cl)C2C(N1Cl)N(Cl)C(=O)N2Cl (stereo not given)	105	107	93	100	102	95	114	101	119
CCCc1cc(=O)[nH]c(SCC(=O)c2ccc(C)cc2)n1	108	99	90	108	111	90	110	104	117
Nc1nc2c(C(=O)Nc3ccccc3)c(Nc3ccccc3)nn2c(Nc2ccccc2)c1-c1nc2ccccc2s1	92	74	75	83	82	71	75	90	88
CCc1ccc(OC(C)=O)cc1	100	103	106	96	105	105	104	106	101
O=[N+]([O-])c1ccc(N/N=C(\C(=N/Nc2ccc([N+](=O)[O-])cc2[N+](=O)[O-])c2ccccc2)c2ccccc2)c([N+](=O)[O-])c1	73	84	106	92	88	65	5.4*	63	44
Clc1ccc2ncccc2c1	102	106	96	108	94	111	114	106	103
Nc1nc(-c2nnc(Nc3ccc(Cl)cc3)s2)cs1	107	88	114	108	105	105	117	102	115
CCCS(=O)(=O)Nc1ccc(C(=O)CC2(O)C(=O)Nc3ccc(F)cc32)cc1 (stereo not given)	104	97	115	104	103	110	104	109	109
CC1C(=O)c2ccccc2CC1C(=O)O (stereo not given)	115	115	108	100	123	110	108	/	105
O=C(N/N=C/c1c[nH]c2ccccc12)c1cc(-c2ccccc2)on1	102	71	91	87	92	91	86	102	113
CC1=C(C(=O)Nc2ccc(F)cc2)C(c2ccc(Cl)cc2)n2ncnc2N1 (stereo not given)	96	100	110	90	106	102	/	96	119
CC1(C)OC(=O)C(=Cc2ccc(F)cc2)C(=O)O1	95	103	110	102	97	107	96	107	111
C[C@]12C[C@H](c3ccc(OS(N)(=O)=O)cc3)C3=C4CCC(=O)C=C4CC[C@H]3[C@@H]1CC[C@@]2(O)C(F)(F)C(F)(F)F	99	98	107	100	89	94	112	94	103
C/C(=C\[C@H]1C[C@](C)(O)[C@H]2[C@@H](C[C@@]3(C)[C@@H]4CC=C5[C@@H](CC[C@H](O)C5(C)C)[C@]4(C)C(=O)C[C@]23C)O1)CO	103	103	97	111	110	104	112	120	126
COc1ccc(S(=O)(=O)NCCCNc2nccc(-c3c(-c4ccc(F)cc4)nc4sccn34)n2)cc1	75	57	74	30	41	42	77	11	27
COc1cc2c(cc1OC)C(=O)/C(=C/c1cccc(/C=C/c3ccc4ccc(Cl)cc4n3)c1)C2	37	87	105	87	55	75	59	42	57
O=C(Nc1c(Cl)cccc1Cl)Oc1cccc2cccnc12	27	28	65	27	47	14	16	79	52
CSc1nc2ccc(C)cc2cc1Cc1cc(-c2ccccc2)n[nH]c1=O	101	99	107	92	96	88	88	98	105
